Assay outcomes from PubChem BioAssay.
PI5P4K alpha inh: blocks human PI5P4K alpha kinase activity. 1.2% of 330,000 active. AID 652105. PI5P4Kalpha enzyme, ADP-Glo luminescence, 60 min; active compounds read low. max response, %; active = max response of -50% or lower; inconclusive = between -30% and -50%; inactive = -30% or higher; also: value at the top dose of about 77 µM; % is scaled to controls: 0 for no effect and ±100 for the full control effect
Target sequence (P48426 whole entry, looked up): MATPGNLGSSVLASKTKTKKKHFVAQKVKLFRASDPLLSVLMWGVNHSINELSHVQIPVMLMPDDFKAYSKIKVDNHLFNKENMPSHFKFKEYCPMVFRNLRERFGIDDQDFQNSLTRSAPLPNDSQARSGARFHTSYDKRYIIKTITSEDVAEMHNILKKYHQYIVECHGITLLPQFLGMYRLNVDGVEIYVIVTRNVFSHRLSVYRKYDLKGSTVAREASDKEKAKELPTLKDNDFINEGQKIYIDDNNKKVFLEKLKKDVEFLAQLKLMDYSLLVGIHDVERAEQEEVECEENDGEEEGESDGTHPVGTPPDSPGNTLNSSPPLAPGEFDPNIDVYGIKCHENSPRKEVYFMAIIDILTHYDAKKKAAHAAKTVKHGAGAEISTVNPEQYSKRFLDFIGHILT
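Human PI5P4Kalpha with substrate in 0.038 M HEPES pH 7.4, 0.28 mM EGTA, 0.1% CHAPS, 5% DMSO; reaction started with 5 microM ATP (final), 60 min at room temperature. ADP formed read by ADP-Glo luminescence.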
Abeta yeast res: restores growth of yeast expressing A-beta42 peptide | yeast expressing A-beta42, growth rescue, OD600, 48 h; response scale: 0% DMSO, 100% iron-clioquinol control | Potency, µM (series often up to 46.1 µM), without a hit: at the top dose growth rescue, actives largely listed as activators | 0.063% of 410,000 active; also: potency is read from the fitted curve at half-maximal effect; nearly all actives have a fitted effect of over 55% in size
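Yeast growth medium received pinned compounds, then yeast cells expressing toxic A-beta were added; plates incubated at 30 C for 48 hr. Growth read as absorbance at 600 nm, normalized to DMSO and equimolar FeCl3 plus clioquinol controls.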
FUS yeast rescue: FUS proteinopathy suppression in yeast | S. cerevisiae FUS-expressing, growth rescue, OD600, 24 h | Potency, µM (titrated, usually from 76.6 µM), without a hit: at the top dose growth rescue (activation), actives largely listed as activators | 0.24% of 390,000 active;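 also: potency is read from the fitted curve at half-maximal effect; plate controls were DMSO vehicle for no effect and reference control for full effect; nearly all actives have a fitted effect of over 55% in size; some results filed as inactive show a strong effect at the top dose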
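Yeast expressing FUS under galactose induction, OD 0.005 in 2% galactose medium; compounds in a dilution series, 24 h at 30C. Growth rescue by absorbance at 600 nm; CP55940 positive control, DMSO negative.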
EPAC1 ag: activates human EPAC1 exchange factor; EPAC1 agonist qHTS, biochemical assay; response scale: 100% = response to 6.5 mM cAMP; 0.073% of 360,000 active; Potency, µM (doses to about 154 µM), for inactives: top-dose activation, most hits filed as activators; O95398; also: potency is read from the fitted curve at half-maximal effect; nearly all actives have a fitted effect of over 60% in size
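Read-out is the fluorescence drop as BODIPY-GDP leaves Rap1B (480 nm excitation, 540 nm emission), recorded every 5 minutes over 30 minutes. Reactions held 100 nM EPAC1, 250 nM Rap1B–BODIPY-GDP and 50 uM GDP, with 6.5 mM cAMP setting full activation.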
WRN helicase inh: blocks human WRN helicase. 0.46% of 360,000 active. Q14191. Potency, µM (series often up to 114 µM), without a hit: at the highest dose activity change, negative = inhibition, usual class: inhibitors. AID 651768. WRN helicase unwinding, fluorescent forked duplex, kinetic; also: potency is read from the fitted curve at half-maximal effect; % is scaled to controls: 0 for no effect and ±100 for the full control effect; nearly all actives have a fitted effect of over 55% in size
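Kinetic red-fluorescence monitoring (525/598 nm) tracks WRN helicase activity after 100 nM fluorophore-quencher forked duplex and 2 mM ATP are added to 20 nM enzyme pretreated 15 min at room temperature with compound.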
PLK1 PBD block: PLK1 (human) polo-box domain binding inhibition | Plk1 PBD binding of FITC phosphopeptide, fluorescence polarization | Potency, µM, inactives show max response, negative = inhibition, usual class: inhibitors | P53350 | AID 720504 | 2.8% of 360,000 active; also: potency is read from the fitted curve at half-maximal effect; series mostly up to about 57 µM; % is scaled to controls: 0 for no effect and ±100 for the full control effect; nearly all actives have a fitted effect of over 65% in size
Target sequence (P53350 whole entry, looked up, the tested form may be a part): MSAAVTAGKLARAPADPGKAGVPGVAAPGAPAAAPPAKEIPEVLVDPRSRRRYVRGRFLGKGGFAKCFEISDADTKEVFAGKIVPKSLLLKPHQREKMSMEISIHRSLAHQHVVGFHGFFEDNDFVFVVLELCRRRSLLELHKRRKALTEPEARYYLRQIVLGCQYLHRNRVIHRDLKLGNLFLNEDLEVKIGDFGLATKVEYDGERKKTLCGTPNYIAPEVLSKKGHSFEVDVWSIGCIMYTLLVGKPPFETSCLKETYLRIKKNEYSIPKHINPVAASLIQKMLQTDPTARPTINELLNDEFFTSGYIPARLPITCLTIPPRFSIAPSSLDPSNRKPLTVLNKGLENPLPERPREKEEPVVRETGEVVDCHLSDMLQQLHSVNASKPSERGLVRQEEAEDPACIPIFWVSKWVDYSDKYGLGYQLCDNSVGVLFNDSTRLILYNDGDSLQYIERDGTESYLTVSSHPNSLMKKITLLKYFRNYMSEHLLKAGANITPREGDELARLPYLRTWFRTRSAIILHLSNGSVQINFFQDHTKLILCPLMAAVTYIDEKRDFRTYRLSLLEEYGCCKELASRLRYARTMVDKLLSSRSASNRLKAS
IL2 activator: IL-2 activation. 0.065% of 360,000 active. IL-2 activation reporter assay, cell-based qHTS; stimulated with anti-CD3/CD4/CD28 beads; in transgenic mouse T cells. activation, % (series mostly up to about 46 µM); in the data active = activation above about 50%; inconclusive = mostly about 30% to 49%; also: 0% is about no effect
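EGFP and DsRed fluorescence is measured by plate cytometry in unstimulated transgenic mouse T cells exposed to compound for 60 minutes, then stimulated 18 hours at 37 degrees C with anti-CD3/anti-CD4 beads plus anti-CD28.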
EPAC1 antag: antagonists of human EPAC1; O95398; EPAC1 GEF assay, Rap1b-BODIPY-GDP exchange fluorescence; Potency, µM (doses to about 115 µM), without a hit: at the top dose activity change, negative = inhibition, actives largely listed as inhibitors; 0.14% of 360,000 active; AID 720709;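 also: potency is read from the fitted curve at half-maximal effect; plate controls were vehicle for no effect and positive control for full effect; nearly all actives have a fitted effect of over 50% in size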
aSyn rescue: alpha-synuclein toxicity inhibition in yeast; Potency, µM (series often up to 46.1 µM), for the others: at the highest dose growth rescue (activation), actives largely listed as activators; Yeast expressing alpha-synuclein, growth rescue, BacTiter-Glo, 24 h; 0.14% of 370,000 active; also: potency is read from the fitted curve at half-maximal effect; % of control where 0% means no effect; nearly all actives have a fitted effect of over 65% in size
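Galactose-induced alpha-syn yeast (OD600=0.02, raffinose-pregrown) + pinned cpd, 24 hr, 30 deg C; growth by BacTiter-Glo luminescence. Growth restoration scores as activation.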
* marks the source's active call; other numbers are inactive results; u = inconclusive; x = no result given; [ ] = another dose, or the depositor's remark. Unless noted, calls follow the shape of the dose curve; as a rule, active = well fitted curve in the direction sought with a large enough effect; inconclusive = small, poorly fitted or top-dose-only effect, or another doubt; inactive = no such curve, though single readings can be large; an effect the other way counts as inactive or inconclusive.

SMILES | PI5P4K alpha inh | Abeta yeast res | FUS yeast rescue | EPAC1 ag | WRN helicase inh | PLK1 PBD block | IL2 activator | EPAC1 antag | aSyn rescue
COc1ccc(S(=O)(=O)N2CCN(C(=O)c3ccccc3Cc3ccccc3)CC2)cc1OC | -5 | -6% | 2% | -1% | -4% | 0% | -4.5 | -6% | -6%
Cc1ccc(OCC(=O)OC(C)CN(C)Cc2ccccc2)cc1 (stereo not drawn) | 3 | -6% | -3% | -4% | -4% | 11% | -1.6 | u | 0%
COc1ccc(Oc2ccccc2C=O)cc1 | 1 | -11% | 16% | 1% | 11% | -8% | -0.6 | -12% | 3%
Cc1cc(NC(=O)c2ccc(NC(=O)C(C)C)cc2)no1 | -3 | 27% | -9% | -2% | -8% | -22% | 1.2 | -5% | -13%
CC(C)n1nnc2ccccc2c1=O | x | 6% | -2% | -2% | 4% | -1% | -1.1 | 11% | 2%
CC1CCCN(S(=O)(=O)c2cc(C(=O)NCc3ccco3)ccc2Cl)C1 (stereo not drawn) | -19 | 9% | 22% | 3% | -6% | -10% | 1.8 | -12% | 0%
Cc1csc(N2CCN(c3cc4nc(-c5ccncc5)[nH]c4cc3Cl)CC2)n1 | -7 | 3% | -2% | -5% | -9% | -19% | -2.0 | -7% | -16%
COc1cc2c(c(OC)c1OC)-c1ccc(SC)c(=O)cc1C(NC(=O)c1ccccc1)CC2 (stereo not drawn) | -1 | 13% | x | 8% | -8% | -2% | -2.5 | -5% | 5%
CC1(C)C(=O)OC(c2ccco2)C(C)(C)C1=O (stereo not drawn) | 3 | -8% | 6% | 7% | 2% | -3% | -2.9 | 10% | 5%
COc1ccc(S(=O)(=O)Nc2ccc(NC(C)=O)cc2)cc1 | x | -13% | 19% | -5% | -1% | -7% | 0.2 | 25% | -9%
COc1ccc(-c2nc(C#N)c(NCCCN(C)C)o2)cc1OC | x | -8% | -8% | 7% | -19% | -8% | 0.3 | 6% | 1%
Cc1cc(C)n(-c2cccc(C(=O)O)c2)n1 | 1 | -10% | 8% | -2% | -4% | 2% | -0.2 | 3% | -4%
CCOc1ccc(C2/C(=C(\O)c3ccc(OC)c(OC)c3)C(=O)C(=O)N2c2cc(C)on2)cc1OC (stereo not drawn) | -4 | -9% | 15% | -2% | -10% | -3% | 0.2 | -6% | -6%
COc1ccc(CN2CC(=O)N(c3ccccc3OC)C2=S)cc1OC | 0 | -13% | -12% | 9% | -4%[57.1 µM] | -3% | -0.3 | 10% | 4%
COc1ccc(Cl)cc1NC(=O)C1CC(c2ccccc2O)=NO1 (stereo not drawn) | 9 | -8% | 1% | 1% | -13% | -3% | -0.6 | -9% | -5%
Clc1ccc(OCCCCSc2ncccn2)cc1 | 4 | -23% | 16% | 13% | -5% | 30µM* | -1.9 | 1% | -13%
CCCCn1c(SCC(=O)Nc2cc(C)on2)nnc1-c1ccco1 | -5 | 11% | 5% | -4% | 1% | -1% | -1.9 | 17% | -8%
CN=C(Nc1cc(C)nn1-c1ccccc1)c1ccccc1 | x | -17% | -9% | 15% | -5% | -9% | -1.6 | -8% | 6%
CCCCn1c(SCC(=O)N(CC)C2CCS(=O)(=O)C2)nnc1C(CC)N(C)C (stereo not drawn) | 1 | 12% | 7% | 2% | 4% | -8% | -0.2 | -4% | 7%
Nc1cccc(Nc2ncnc3ccccc23)c1 | -5 | -4% | 15% | -11% | 6% | 6% | 0.7 | 8% | 0%
COc1ccccc1NC(=O)Nc1c(C)n(C)n(-c2ccccc2)c1=O | x | -6% | 12% | 1% | 16% | -4% | 0.6 | 22% | -7%
CCCCCCCCNC(=O)/C(C#N)=C/c1ccc(SC)cc1 | -14 | -11% | x | 3% | -3% | -4% | 1.6 | -3% | 0%
Cc1[nH][nH]c(=O)c1C(c1c(C)[nH][nH]c1=O)c1cn(Cc2ccc(F)cc2)c2ccccc12 | -26 | 1% | u | 19% | -5%[11.6 µM] | u | 0.5 | -25% | 15%
COc1ccc(N2CCN(C(c3ccccc3)c3sc4nc(C)nn4c3O)CC2)cc1 (stereo not drawn) | 4 | -2% | 17% | -11% | -2% | -16% | 0.9 | -3% | 18%
O=C(Cn1cnc2c(OCc3ccccc3)ncnc21)NCC1CCCO1 (stereo not drawn) | -13 | 5% | -17% | -11% | -3% | -4% | 0.8 | -13% | 3%
Cc1ccc(C(=O)CNc2ccc(C)c(Cl)c2)cc1 | 7 | 23% | x | 6% | -8% | -24% | -0.8 | -24% | -9%
COc1cc(/C=N/N2CCN(Cc3ccc(Cl)cc3)CC2)ccc1OC(C)=O | 11 | -6% | -11% | 13% | -7% | -7% | -0.1 | -13% | -7%
Cc1nnc(N/N=C/c2ccc(-c3ccc(Br)cc3)o2)n1N | -10 | -23% | 21% | 11% | -9% | -22% | 0.4 | -17% | -3%
CCC(COC(=O)c1ccccc1)Oc1cc(NCc2ccccc2)c2ncn(C(C)C)c2c1 (stereo not drawn) | -2 | 3% | u | -17% | -34% | -16% | -2.6 | -15% | 10%
NC(=O)C1=C[C@H](c2ccc3c(c2)OCO3)C[C@H](OCc2ccc(CO)cc2)O1 | -22 | -14% | 5% | 1% | 5% | -15% | 2.3 | -14% | 0%
CCOC(=O)N1CCC(NC(=O)Cn2ncc3ccccc32)CC1 | x | -14% | -8% | -13% | -12%[57.1 µM] | -5% | 1.9 | 7% | -2%
COc1ccccc1C1C2=C(CC(C)(C)CC2=O)N(CC(=O)O)C2=C1C(=O)CC(C)(C)C2 | -4 | -23% | 15% | 2% | 5% | 0% | 0.6 | -8% | 2%
COC(=O)[C@]1(Cc2ccccc2)N[C@H](CN(C)S(=O)(=O)c2ccc(C(C)(C)C)cc2)[C@@H]2C(=O)N(C)C(=O)[C@@H]21 | -4 | 4% | 15% | -17% | 5% | -9% | -0.4 | -28% | 0%
O=c1[nH]c(CN2CCOCC2)nc2scc(-c3ccccc3)c12 | 3 | 7% | -13% | 7% | -2% | -10% | 1.3 | 2% | -1%
COc1cc(C)ccc1OCCOCCOc1cc(C)c(C)cc1Br | 6 | u | 46% | 15% | -14%[57.1 µM] | -2% | -0.6 | -8% | 15%
O=C(Nc1nnc(-c2ccco2)o1)c1ccc(S(=O)(=O)N2CCOCC2)cc1 | -3 | -17% | -13% | -6% | 8% | -1% | -0.2 | -20% | 0%
CCN(CC)c1nc(N2CCN(C)CC2)nc2ccccc12 | 7 | 11% | 4% | 10% | 3% | -3% | -0.3 | 2% | 1%
COc1ccc(-c2nc(C#N)c(N3CCC(C)CC3)o2)cc1 | 7 | -23% | 7% | 17% | -5% | -12% | -0.1 | -15% | 18%
c1ccc(COc2ccc3nocc3c2)cc1 | -9 | -13% | -22% | -7% | 1% | -8% | 0.0 | -16% | -3%
CCOc1ccc2nc(SCC(=O)N3c4ccccc4Sc4ccccc43)sc2c1 | -3 | 4% | -21% | 1% | -19%[57.1 µM] | -10% | -1.5 | -13% | 1%
CCOC(=O)C(CN1CCCC1)c1ccccc1 (stereo not drawn) | 1 | -9% | -19% | 8% | 1% | -9% | 0.0 | 2% | -4%
CCCC(=O)Nc1ccc2c(c1)Cc1ccccc1-2 | 6 | 21% | -9% | 17% | 0% | -9% | 0.7 | 7% | -13%
COc1ccccc1NC(=O)Cn1c([N+](=O)[O-])cnc1C | 1 | 0% | 9% | -7% | 3% | 2% | -2.1 | -6% | -3%
CC1=Nc2ccccc2N=C(NC(=O)CN2CCN(c3ccccc3)CC2)C1c1ccccc1 (stereo not drawn) | -2 | 2% | -26% | -6% | 10% | 9% | -1.5 | 17% | -1%
O=C(C1CC=CCC1)N1CCN(C(=O)C2CC=CCC2)CC1 (stereo not drawn) | -5 | 1% | -17% | 2% | 6% | 30µM* | -0.5 | -7% | 1%

4 compounds already listed, arranged by molecular weight, low to high.
SMILES | PI5P4K alpha inh | Abeta yeast res | FUS yeast rescue | EPAC1 ag | WRN helicase inh | PLK1 PBD block | IL2 activator | EPAC1 antag | aSyn rescue
CCOC(=O)C(CN1CCCC1)c1ccccc1 (stereo not drawn) | 1 | -9% | -19% | 8% | 1% | -9% | 0.0 | 2% | -4%
COc1ccccc1NC(=O)Cn1c([N+](=O)[O-])cnc1C | 1 | 0% | 9% | -7% | 3% | 2% | -2.1 | -6% | -3%
CCOc1ccc2nc(SCC(=O)N3c4ccccc4Sc4ccccc43)sc2c1 | -3 | 4% | -21% | 1% | -19%[57.1 µM] | -10% | -1.5 | -13% | 1%
CC1=Nc2ccccc2N=C(NC(=O)CN2CCN(c3ccccc3)CC2)C1c1ccccc1 (stereo not drawn) | -2 | 2% | -26% | -6% | 10% | 9% | -1.5 | 17% | -1%

Going on with the list.
SMILES | PI5P4K alpha inh | Abeta yeast res | FUS yeast rescue | EPAC1 ag | WRN helicase inh | PLK1 PBD block | IL2 activator | EPAC1 antag | aSyn rescue
CC(=O)c1ccc(N(C(=O)CS(=O)CC(=O)Nc2ccc(F)cc2)C(C(=O)NC2CCCCC2)c2cccs2)cc1 (stereo not drawn) | -1 | 2% | 18% | -26% | 1% | 6% | -0.4 | 7% | 3%
CCN1C(=O)CSc2ccc(C(=O)NC3CCCCC3)cc21 | x | -5% | 13% | 1% | 5% | -8% | -3.7 | 7% | 0%
COc1ccccc1NC(=O)c1ccc(C)c(S(=O)(=O)N2CCCCC2)c1 | 4 | 11% | 32% | 2% | -14% | 4% | -1.0 | -8% | 6%
CC1CCc2nc(NC(=O)CCSc3ccccc3)sc2C1 (stereo not drawn) | -8 | 6% | -11% | -9% | 3% | -11% | -4.0 | -10% | 2%
COc1cc(/C=N/NC(=O)C(=O)NCc2ccco2)ccc1O | -4 | 0% | 20% | 5% | 3% | -9% | -4.4 | -29% | -7%
Cc1cc(NC(=O)CSCC(=O)N(C)Cc2cccc(Cl)c2)no1 | 0 | 11% | 1% | 3% | -3% | -16% | -2.3 | -25% | 0%
O=C(O)CCCCC1SCC2NC(=O)NC21 (stereo not drawn) | 5 | -19% | -7% | -19% | 1% | -11% | 1.2 | 8% | 1%
O=C(CSc1cccc[n+]1[O-])N1CCCCCC1 | -5 | 1% | -10% | 8% | -9% | 7% | 0.0 | 9% | 0%
